Pf Dd2 inh – qHTS Primary assay for Inhibitors of Plasmodium falciparum Dd2 growth in vitro. P. falciparum Dd2 growth, SYBR Green, 72 h. Potency, µM (series often up to 28.9 µM), without a hit: at the highest dose activity, negative = inhibition, most hits filed as inhibitors. 120,000 compounds, 4.3% hits; active means well fitted inhibition curve with a large enough effect; inconclusive means small, poorly fitted or top-dose-only effect; inactive means no such curve, though single readings can be large or run the other way;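 further: plate controls were DMSO vehicle for no effect and reference drug for full effect; nearly all actives have a fitted effect of over 65% in size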
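Infected erythrocytes (Dd2, 0.3% parasitemia, 2.5% hematocrit final) are added to compound in RPMI-1640/Albumax II medium, grown 72 h at 37C in low oxygen, then lysed with saponin/Triton-X containing SYBR Green and read by fluorescence.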
* = called active by the depositor; i = inactive; ? = inconclusive; & = joins results of further samples; [ ] = another dose, or the depositor's remark. Potency means the concentration at half of the fitted maximal effect. A portion of the library; rates above refer to the full screens.

SMILES	Pf Dd2 inh
COc1ccc(OC)c(NC(=O)C(C)n2c(=O)cc(C)c3c(C)nn(-c4ccccc4)c32)c1 (stereo not given)	17%
COc1ccccc1CNC(=O)c1noc(-c2ccc3c(c2)OCO3)n1	-11%
C[S+](=O)([O-])c1ccc(-c2cc(C(=O)N3CCOCC3)nn3cccc23)cc1	13%
O=C(Nc1ccccc1)Nc1ccc([C@@H](O)[C@H]2COCC(=O)N2CC2CC2)cc1	11%[44.1 µM]
Cn1cccc1CN1CCC2(C1)C(=NC1CCCC1)NC(=O)N2c1cc(F)cc(F)c1 (stereo not given)	8.9µM*
CCCn1c2ccccc2c2cnn(CC(=O)Nc3ccccc3OC)c(=O)c21	21%
O=C(c1ccccc1)N1CCC2(CN[S+](=O)([O-])c3cccnc3O2)C1 (stereo not given)	48%[activator]
CCOC(=O)C1=CN(CC(=O)NC(C)c2ccccc2)S(=O)(=O)N=C1C (stereo not given)	30%
CCOC(=O)C1=C(C)N=C2SC=C(CC(=O)N3CCOCC3)N2C1c1cccc(Cl)c1 (stereo not given)	-18%
COc1ccc(CCNC(=O)CCc2c(C)nc3cc(-c4ccccc4OC)nn3c2C)c(OC)c1	?
Cc1ccc(NC(=O)Cn2c(C)cc3nc4n(c(=O)c32)CCCC4)cc1	?
Cc1cc(C)cc(OCC(=O)c2ccc3c(c2)N(CC(=O)NCc2ccccc2)C(=O)CO3)c1	i
COc1ccc(C2(C(=O)N3CCCCCCNC(=O)[C@@H]4CCCC[C@@H]43)CC2)cc1	i
COc1ccc2nc(C[C@@H]3C[C@@H](C(C)C)[C@H](CNC4CCCCC4)C=C3C)[nH]c2c1	2.8µM*
O=C(c1ccc(C(F)(F)F)cc1)N1CC(Oc2ccc(F)cc2F)C1	3%
CCOc1ccc(C2NC(=O)N(Cc3noc(C4CCCCC4)n3)C3=C2C(=O)OC3)cc1 (stereo not given)	?
O=C(Nc1ccc(-c2nnc3n2CCCC3)cc1)c1ccccn1	?
COc1cccc(-c2nc(S(=O)(=O)c3ccc(C)cc3)c(N3CCCCCC3)o2)c1	?
COc1ccccc1OCc1nc2c(n1Cc1ccccc1)C(=O)N(Cc1ccccc1F)CCN2	i
Cc1ccccc1N(C)S(=O)(=O)c1nnc(NC(=O)c2ccco2)s1	10%
CCOc1ccc(S(=O)(=O)n2nc(C)c(S(=O)(=O)N3CCCCCC3)c2C)cc1	19%
COc1ccc(CNC(=O)Cn2nc(C)c3c(C)n(-c4ccccc4)nc3c2=O)cc1OC	-14%
CCc1ccccc1NC(=O)c1ccc2c(c1)CCCN2S(C)(=O)=O	i
COCC1(CNc2cc(C3CC(O)C3)nc(C)n2)CCCC1 (stereo not given)	-27%
O=C(Cc1cccc(F)c1)NCC1COc2ncncc2C(=O)N1Cc1ccccc1 (stereo not given)	i
COCCN1CCNc2nc(COc3cccc(C#N)c3)n(Cc3ccccc3)c2C1=O	?
COc1ccc(OC)c(NC(=O)Cn2c(=O)oc3cc(S(=O)(=O)NCc4ccccc4)ccc32)c1	i
CC(C)NC(=O)C1CCc2nnc(C(C)(C)C)n21 (stereo not given)	15%&38%[44.1 µM]
O=C(NC1C[C@H]2CC[C@@H](C1)N2C(=O)COc1ccccc1)c1ccncc1 (stereo not given in full)	-10%
O=C(c1cccc(OC2CN(C3CCN(Cc4ccccc4)CC3)C2)c1)N1CCOCC1	i
COCCN1Cc2cccc(C(=O)Nc3ccc(C(=O)OC)cc3)c2C1=O	0%
COc1ccc(NC(=O)C2CCCN(c3cnn(C)c(=O)c3)C2)cc1 (stereo not given)	-4%
O=c1n(CC2CC2)nc2n1CCC(NS(=O)(=O)Cc1ccccc1)CC2 (stereo not given)	6%
CCOc1cccc(CN2CCC3(CC2)CN(C)CC3COC)c1 (stereo not given)	4.5µM*
O=C(O)c1ccc(CN2C[C@H](O)C[C@H]2c2nc(C3CC3)no2)cc1	-8%[44.1 µM]
COc1ccccc1[C@@H]1CN(C(=O)c2cc(C(C)C)[nH]n2)C[C@H]1C(=O)O	-16%
CNS(=O)(=O)c1cn(CC(=O)N2CCN(c3cc(C)ccc3C)CC2)cc1S(=O)(=O)NC	i
Cc1ccsc1C(=O)NCCC1CCN(C(=O)Nc2ccccc2)CC1	-18%
Cn1cc(CN2C[C@H](C(=O)Nc3ccncn3)C[C@@H]2c2cccc(C(F)(F)F)c2)cn1	-26%[44.1 µM]
COc1ccc(NC(=O)CCc2nnc3n(Cc4ccc(C)cc4)c(=O)c4ccccc4n23)cc1	?
CN1C[C@@H](NS(=O)(=O)c2ccccc2)C[C@H]1c1nc(-c2ccc(F)cc2)no1	-13%[44.1 µM]
Cc1ccc(-c2cc(O)c3c(c2)CNCCO3)cc1	i
CCOc1ccccc1C1NC(=O)N(CC(=O)Nc2c(C)cc(C)cc2C)C2=C1C(=O)OC2 (stereo not given)	?
Cc1ccc(Nc2ncnc3c2nc2n3CCCC2)cc1F	i
CCn1c(=O)c2sccc2n2c(CCCC(=O)N3CCN(c4cc(C)ccc4C)CC3)nnc12	-12%
COc1ccc(-c2onc(C)c2C(=O)NCCc2cccc(OC)c2)cc1	6%
COc1ccc(S(=O)(=O)N2CCCN(C)c3ccccc32)cc1Cl	?
Cc1ocnc1C(=O)N1CCC2(CCC(=O)N(CC(C)O)C2)CC1 (stereo not given)	-4%
COc1ccccc1NC(=O)N1CCN2C(=O)NC[C@H]2C1	8%[44.1 µM]
Cc1ccc(C(=O)OCc2cc(=O)n3nc(-c4cccs4)sc3n2)cc1	-13%
Clc1ccc(-c2cnc3n2C[C@H](CNCc2cccnc2)OC3)cc1	-11%[44.1 µM]
Cc1cn(CC(=O)NC2CCOC3(CCOCC3)C2)c(=O)[nH]c1=O (stereo not given)	5%
COCCn1c(C)cnc1CCNS(=O)(=O)c1c(C)noc1C	i
CCOc1ccc(CCNC(=O)c2cc3c(-c4ccccc4F)nn(C)c3s2)cc1	-3%
COc1cc(C(=O)Nc2nc3nc(-c4ccccc4)cc(=O)n3[nH]2)cc(OC)c1OC	15%
O=C1NCCCCCCN(C(=O)COc2ccccc2)[C@H]2C[C@H](c3nc(-c4cnccn4)no3)C[C@@H]12	?
CN(CC1CCOCC1)C(=O)c1ccc(Br)cc1	-3%
COc1ccc(CNC(=O)Cn2ccn3nc(-c4ccccc4)c(CO)c3c2=O)cc1OC	-6%
O=C(Nc1ccc(F)cc1)N1CCCC(Cn2c(C3CC3)nc3cccnc32)C1 (stereo not given)	i
CN1CC(=O)N(C2CCCNCC2)Cc2c1ncnc2N1CCCC(O)C1 (stereo not given)	12%
Later entries.
SMILES	Pf Dd2 inh
CCn1c(C2CCNCC2)nn(C)c1=O	23%
CCOc1ccc(N2CC(NC(=O)C3CC3)CC2=O)cc1 (stereo not given)	i
NCCC(=O)NC1CCCc2c1cnn2-c1ccc(F)cc1F (stereo not given)	6%
CN1CC(=O)N(C2CCCNCC2)Cc2c(NCCc3ccccn3)ncnc21 (stereo not given)	11%
COc1ccc(S(=O)(=O)N2CCc3c(C(=O)NCCc4ccccn4)cccc32)cc1	i
NCc1ccccc1-c1cc(F)cc(F)c1	13µM*
O=C(NCc1cccnc1)c1cnc2c(c1)N([S+](=O)([O-])c1cccnc1)CCC2	?
Cn1nccc1CN1CCC2(C1)C(=O)N(CCc1ccccc1)c1ccccc12 (stereo not given)	?
CCc1nc(SCc2cc(=O)c3cc(F)ccc3[nH]2)n[nH]1	14%
Cn1nc(-c2nncn2CC2CC2)c2c1CCN(C(=O)c1n[nH]c3ccccc13)C2	?
O=C(COc1ccccc1)Nc1cnc(-c2cccc(Cl)c2)nc1	i
Cc1cccc(-n2nc(-c3c(C)nc4scc(CC(=O)NCc5ccccc5)n4c3=O)cc2C)c1	-12%

Sorted by length of the SMILES (high to low): some entries from above.
SMILES	Pf Dd2 inh
COc1ccc(OC)c(NC(=O)C(C)n2c(=O)cc(C)c3c(C)nn(-c4ccccc4)c32)c1 (stereo not given)	17%
CNS(=O)(=O)c1cn(CC(=O)N2CCN(c3cc(C)ccc3C)CC2)cc1S(=O)(=O)NC	i
COc1ccc(C2(C(=O)N3CCCCCCNC(=O)[C@@H]4CCCC[C@@H]43)CC2)cc1	i
CCn1c(=O)c2sccc2n2c(CCCC(=O)N3CCN(c4cc(C)ccc4C)CC3)nnc12	-12%
COc1cc(C(=O)Nc2nc3nc(-c4ccccc4)cc(=O)n3[nH]2)cc(OC)c1OC	15%
C[S+](=O)([O-])c1ccc(-c2cc(C(=O)N3CCOCC3)nn3cccc23)cc1	13%
COc1ccccc1OCc1nc2c(n1Cc1ccccc1)C(=O)N(Cc1ccccc1F)CCN2	i
O=C(c1cccc(OC2CN(C3CCN(Cc4ccccc4)CC3)C2)c1)N1CCOCC1	i
O=C(Cc1cccc(F)c1)NCC1COc2ncncc2C(=O)N1Cc1ccccc1 (stereo not given)	i
Cc1ccc(NC(=O)Cn2c(C)cc3nc4n(c(=O)c32)CCCC4)cc1	?
O=C(c1ccc(C(F)(F)F)cc1)N1CC(Oc2ccc(F)cc2F)C1	3%
CN1CC(=O)N(C2CCCNCC2)Cc2c1ncnc2N1CCCC(O)C1 (stereo not given)	12%
Cc1ccsc1C(=O)NCCC1CCN(C(=O)Nc2ccccc2)CC1	-18%
O=C(Nc1ccc(-c2nnc3n2CCCC3)cc1)c1ccccn1	?
CC(C)NC(=O)C1CCc2nnc(C(C)(C)C)n21 (stereo not given)	15%&38%[44.1 µM]

Further results follow.
SMILES	Pf Dd2 inh
CCOc1ccc(-c2cc3c(=O)n(CC(O)c4ccc(C(C)C)cc4)ccn3n2)cc1 (stereo not given)	i
CCCS(=O)(=O)N1CCC(c2noc(-c3cccnc3)n2)C1 (stereo not given)	54%[activator][5.79 µM]
CCc1cccc(NC(=O)CN2C(=O)COc3ccc(S(=O)(=O)N4CCC(C)CC4)cc32)c1	41%[activator]
Cc1cccc(C(=O)Nc2nnc(S(=O)(=O)N3CCCc4ccccc43)s2)c1	-1%
CN(C)S(=O)(=O)N1CCCC(c2nc(-c3cnccn3)no2)CCNC(=O)CC1 (stereo not given)	-30%
O=C(NCCCN1CCN(c2ccccc2F)CC1)c1ccc2nc(Cc3ccccc3)oc2c1	?
Cn1c([C@H]2CCN(C(=O)c3cccnc3)C2)nc2ccccc21	6%[44.1 µM]
COc1ccc(NC(=O)Cn2c(-c3ccc(Cl)cc3)nc(C)c(CCO)c2=O)cc1OC	-25%
Cc1ccc(CN2CC[C@H](CNC(=O)C3CC3)[C@H](N(C)C)C2)s1	i
CCN1CCN(c2nc3c(s2)CN(C(=O)Cc2cccnc2)CC3)CC1	?
Cc1cccc(OCC2CCCN(C(=O)c3sc(C(C)C)nc3C)C2)c1 (stereo not given)	12%
Cc1cc2c(n1-c1ccc(C(=O)NCc3cccc(Br)c3)cc1)CCC(C)C2 (stereo not given)	11µM*
COc1ccc(-c2nc(CNC(=O)NC3CCCCC3)c(C)o2)cc1	i
Cc1ccc(C)c(N(C)C(=O)c2cc3c(s2)-c2ccccc2OC3)c1	8%
Cc1ccc(S(=O)(=O)N2CC(c3noc(-c4cccnc4)n3)C2)cc1Cl	?
O=C(CN1C(=O)NC2(CCCCC2)C1=O)Nc1cccc(C(F)(F)F)c1	-23%
O=C1NCCCCCCN(C(=O)c2ccsc2)[C@H]2CCCC[C@@H]12	11%
Cc1cc(=O)n(CC(=O)Nc2cccc(F)c2)c(N(C)Cc2ccccc2)n1	-29%
CCN(c1ccccc1)S(=O)(=O)c1ccc(NC(=O)c2cc(=O)c3cc(C)c(C)cc3o2)cc1	35%[activator]
Cc1cn2nc(C(=O)NC(C)CCc3ccccc3)cc2c(N2CCCC2)n1 (stereo not given)	?
C=CCCC(CN1CCCOCC1)Oc1cc(CCC)nc(C)n1 (stereo not given)	?
NS(=O)(=O)CCCC(=O)N1CCC(c2ncc[nH]2)CC1	-16%
Cc1nc2c(c(-c3ccc(O)cc3)n1)CN(Cc1ccccn1)CCC2	i
O=C(NCCc1ccccc1)c1ccc2c(c1)CCN2S(=O)(=O)c1ccc(Br)cc1	?
Cc1cccc(NC(=O)C(=O)NCC(c2ccc3c(c2)OCO3)N2CCN(c3ccccc3)CC2)c1 (stereo not given)	-26%
CCOc1ccc(NC(=O)c2c(NCc3ccc(C)o3)sc3c2CCCCC3)cc1	11µM*
COc1ccccc1NC(=O)Cn1c(=O)n(-c2cccc(C)c2)c(=O)c2c1cc(C)n2C	?
CC1=Nc2cc(C(=O)N3CCCCC3)ccc2Sc2ccc(C)cc21	i
O=C(CN1C(=O)NC(c2ccccc2Cl)C2=C1COC2=O)Nc1ccc(C(F)(F)F)cc1 (stereo not given)	-12%
CCN(C(=O)CSc1ncc2c(n1)-c1cc(Cl)ccc1N(Cc1ccccc1)S2(=O)=O)c1cccc(C)c1	?
Clc1cc(N2CCN(c3ncccn3)CC2)n2nccc2n1	-16%[44.1 µM]
Cn1cc(-c2ccncc2)cc1C(=O)N1CCN(c2ccccc2Cl)CC1	?
COc1ccccc1CCNC(=O)C(=O)NCC(c1cccs1)S(=O)(=O)c1ccc(F)cc1 (stereo not given)	-1%
CCOC(=O)C[C@@H]1C[C@@H](C(C)C)[C@H](CNC(=O)NC(C)C)C=C1C	i
Cc1cccc(-c2c3c(=O)n(C)c(=O)n(C)c3c3cnc4ccccc4n23)c1	7%
Cc1c(CNC2CCCCCC2)c(C(=O)O)c(C)n1Cc1cccc(Cl)c1	i
COc1ccc(CNC(=O)CC2N=C3c4ccccc4N=C(SCC(=O)Nc4ccc(N(C)C)cc4)N3C2=O)cc1 (stereo not given)	67%[activator]
O=C(COc1ccccc1)N1CCOc2ccc(CN3CCc4ccccc4C3)cc2C1	?
COc1ccccc1C(=O)Nc1cccc(OCc2cc(=O)n3ccccc3n2)c1	19%
CN1CCN(Cc2nc(C3(O)CCN(C(=O)c4ccccc4F)CC3)cs2)CC1	12%[44.1 µM]
Cc1cccc(-c2nc(CCNC(=O)c3ccc(Br)o3)cs2)c1	6%

Source: PubChem BioAssay
